Screens: PubChem BioAssay, several laboratories
pPAFAH FP inh – inhibitors of human plasma PAF acetylhydrolase (pPAFAH); recombinant pPAFAH, FP-rhodamine probe fluorescence polarization; inhibition, % at 3.39 µM; actives 1.5% (n = 330,000); AID 463082;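 active = inhibition above the mean inhibition across the screen plus 3 SD, cut at about 25% in these data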;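 note: inhibitors block binding of the rhodamine activity-based probe so polarization drops; 0% = enzyme with DMSO and 100% = wells lacking pPAFAH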
Target sequence (Q13093 whole entry, looked up): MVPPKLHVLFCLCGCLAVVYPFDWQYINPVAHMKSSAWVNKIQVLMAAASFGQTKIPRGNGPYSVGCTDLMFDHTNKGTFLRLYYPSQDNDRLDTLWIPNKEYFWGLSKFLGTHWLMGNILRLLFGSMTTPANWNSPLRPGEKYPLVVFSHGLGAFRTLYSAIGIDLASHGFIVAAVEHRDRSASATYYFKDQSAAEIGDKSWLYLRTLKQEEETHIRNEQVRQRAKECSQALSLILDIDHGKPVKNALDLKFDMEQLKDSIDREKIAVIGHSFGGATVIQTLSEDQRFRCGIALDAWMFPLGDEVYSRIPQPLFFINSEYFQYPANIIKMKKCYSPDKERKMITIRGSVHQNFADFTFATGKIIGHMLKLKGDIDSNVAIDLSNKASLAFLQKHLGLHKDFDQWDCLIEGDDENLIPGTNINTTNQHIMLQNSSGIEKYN
GLD-1 RNA inh – GLD-1-TGE RNA interaction inhibition (C. elegans); Q17339; purified GLD-1 + fluorescein TGE RNA, fluorescence polarization; inhibition, % at 5.96 µM; actives 0.44% (n = 320,000); AID 2280;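 active = percent inhibition above a per-plate cutoff, the plate mean of test compounds plus 3 SD, cut at about 30% in these data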;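 note: 0% = DMSO wells with GLD-1 and probe and 100% = wells lacking GLD-1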
Target sequence (Q17339 whole entry, looked up): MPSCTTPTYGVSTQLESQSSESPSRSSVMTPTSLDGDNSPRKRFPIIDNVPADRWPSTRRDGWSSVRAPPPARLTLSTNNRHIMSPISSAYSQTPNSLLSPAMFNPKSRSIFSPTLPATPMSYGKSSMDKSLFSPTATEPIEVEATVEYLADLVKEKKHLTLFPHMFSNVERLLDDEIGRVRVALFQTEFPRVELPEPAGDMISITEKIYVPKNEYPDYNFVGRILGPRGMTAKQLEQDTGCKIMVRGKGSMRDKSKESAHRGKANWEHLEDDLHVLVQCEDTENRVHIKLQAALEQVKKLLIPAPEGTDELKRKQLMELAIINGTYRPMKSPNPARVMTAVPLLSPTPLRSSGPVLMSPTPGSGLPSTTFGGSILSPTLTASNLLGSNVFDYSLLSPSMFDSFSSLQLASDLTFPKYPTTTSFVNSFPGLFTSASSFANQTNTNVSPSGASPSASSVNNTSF
Fam108B inh – counter-screen for RBBP9 inhibitors: inhibitors of mouse Fam108B; actives 0.33% (n = 300,000); recombinant Fam108B, FP-Rh probe fluorescence polarization; inhibition, % at 9.51 µM;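 active = inhibition above the screen mean inhibition plus 3 SD, computed separately per campaign, cut at about 18% in these data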;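 note: inhibitors lower polarization as less probe binds the enzyme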
MEX-5 binding – C. elegans MEX-5 TCR-2 RNA binding activity | Q9XUB2 | MEX-5/FITC-TCR2 RNA binding, fluorescence polarization; stronger effect = lower value | activity score (negative = inhibition of binding), % at 10 µM | actives 0.38% (n = 300,000) | AID 1832;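 active = inhibition past about -25% in most replicates, and total fluorescence under double the plate's negative control median, limit read from the data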;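 note: 0% = DMSO and -100% = 5 µM competing unlabeled TCR2 RNA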
AHR act – activators of human aryl hydrocarbon receptor | actives 2.5% (n = 320,000) | activation, % at 5 µM | AHR-responsive luciferase reporter cells, luminescence | P35869; in the data active = activation above about 47%;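 note: 0% = vehicle wells and 100% = reference agonist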
MCL1 BIM primary – inhibitors of human MCL1 binding to BIM-BH3 peptide | AID 2057 | actives 0.68% (n = 320,000) | Q07820 | GST-MCL1 / FITC-Bim-BH3 fluorescence polarization | inhibition, % at 10.9 µM;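 active = inhibition above the mean inhibition of all tested compounds plus 3 SD, set per campaign, cut at about 40% in these data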;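 note: 0% = DMSO wells and 100% = unlabeled Bim-BH3 peptide control; higher means more loss of mP so more displacement of Bim peptide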
Bcl-xL primary – Bcl-xL (human) inhibition. Q07817. GST-Bcl-xL / FITC-Bim BH3 peptide fluorescence polarization. inhibition, % at 10.9 µM. actives 0.7% (n = 320,000). AID 2129;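 active = inhibition above the mean of all tested compounds plus 3 SD, cutoff set per campaign, cut at about 30% in these data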;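 note: 0% = DMSO wells and 100% = unlabeled Bim-BH3 peptide competitor; inhibitors lower millipolarization by displacing the labeled peptide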
PAFAH1B2 inh – inhibitors of human PAFAH1B2; recombinant PAFAH1B2, FP-rhodamine activity probe, fluorescence polarization; inhibition, % at 3.39 µM; P68402; actives 1.2% (n = 340,000); AID 492953;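 active = inhibition above the mean of all tested compounds plus 3 SD, cut at about 24% in these data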;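 note: 0% = enzyme with DMSO and 100% = wells lacking PAFAH1B2; many of its hits are not listed in these tables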
PME-1 inh – PME-1 (human) inhibition; Q9Y570; recombinant PME-1, FP-Rh probe fluorescence polarization; inhibition, % at 5.9 µM; actives 0.53% (n = 320,000); AID 2130;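 active = inhibition above the campaign mean of all compounds plus 3 SD, cut at about 26% in these data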;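 note: competitive labeling of PME-1 active site by serine hydrolase directed probe; 0% = PME-1 with DMSO and 100% = wells lacking PME-1 enzyme; inhibitors block probe labeling so polarization falls and inhibition rises; many of its hits are not listed in these tables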
Numbers without * were called inactive; / = not tested or not shown. A portion of the library; rates above refer to the full screens.

SMILES	pPAFAH FP inh	GLD-1 RNA inh	Fam108B inh	MEX-5 binding	AHR act	MCL1 BIM primary	Bcl-xL primary	PAFAH1B2 inh	PME-1 inh
CC(C)n1c(/N=C/c2ccccc2O)nc2ccccc21	4.0	6.2	-2.9	1.5	5.6	-1.4	4.3	-5.4	1.9
CCOC(=O)C(=NC(C)C)NNc1cc(Cl)ccc1Cl	-0.7	1.3	3.3	-22.6	6.9	12.7	11.7	1.9	6.1
CC(C)(C)c1ccc(C(=O)NNc2ccc(F)cc2F)cc1	2.3	0.1	2.9	0.5	-1.2	1.6	-1.2	6.1	-4.8
COCCNC(=O)C1CCN(S(=O)(=O)c2ccc3c(c2)OCCO3)CC1	2.7	-2.9	3.8	-1.6	0.4	7.0	1.4	-1.6	6.8
O=C(Cc1cccc(C(F)(F)F)c1)Nc1cc(S(=O)(=O)N2CCOCC2)ccc1N1CCCC1	5.7	1.5	/	/	0.8	2.8	-0.1	1.3	20.3
CC(/C=N/NC(=O)c1ccc2nc(C)[nH]c2c1)=C\c1ccccc1	-0.6	-0.1	-1.9	1.4	24.4	11.2	6.7	0.1	-3.8
CC(=O)n1cc([C@H]2C=C(C(=O)NCc3ccccc3)O[C@@H](OCCCCO)C2)c2ccccc21	5.3	2.0	1.6	1.5	86.5*	-1.6	2.5	-4.8	-0.6
O=C(NNS(=O)(=O)c1ccccc1)c1cccc([N+](=O)[O-])c1	4.1	-13.5	-3.8	0.1	0.5	-4.4	-2.9	2.1	3.2
COc1ccc(OC)c2sc(N(CCN(C)C)C(=O)c3ccc4ccccc4c3)nc12	-2.1	-9.3	2.1	-1.4	32.1	-8.8	-2.0	8.2	3.9
Cc1c(NC(=S)N/C(=N/S(=O)(=O)c2ccccc2)c2ccccc2)c(=O)n(-c2ccccc2)n1C	-1.0	3.0	5.6	-0.4	-1.4	10.6	10.7	4.1	0.0
Cc1ccc(NC2CCCN(C(=O)c3cn(C)c4ccccc34)C2)cc1C (stereo unspecified)	5.1	0.6	0.3	-4.3	22.4	2.0	8.0	3.3	7.5
COc1cc(OC)cc(C(=O)N[C@H](C(=O)OCC(=O)c2c[nH]c3ccccc23)C(C)C)c1	5.3	5.1	/	/	20.8	/	/	0.2	/
O=C(CSc1ccc(-c2cccs2)nn1)NCCc1ccccc1	6.7	1.8	-1.4	-1.2	2.5	-2.3	2.2	2.1	-1.2
CCOc1ccccc1NC(=O)CSc1nc2nc(-c3cccs3)cc(C(F)(F)F)c2c(=O)[nH]1	-13.4	6.2	-11.3	-1.8	24.2	5.4	9.8	-5.7	-0.8
O=C(CCn1nc(-c2ccc(Cl)cc2)c2ccccc2c1=O)Nc1cccnc1	7.7	8.7	0.3	0.0	2.9	8.5	8.4	4.6	6.3
CS(=O)(=O)N1CCCC(C(=O)NCc2ccc(F)cc2)C1 (stereo unspecified)	3.5	3.0	-0.8	1.8	-0.8	-6.1	4.2	6.9	-1.6
NS(=O)(=O)c1ccc(NC(=S)Nc2ccc(Br)c(Cl)c2)cc1	1.8	5.5	-25.1	-4.8	2.0	10.2	8.2	-10.6	-3.7
CN(C(=O)c1cncc(Br)c1)C1C2CC3CC(C2)CC1C3 (stereo unspecified)	-5.4	8.9	3.0	-0.4	1.4	4.5	3.8	13.2	-3.8
N#Cc1cn(Cc2cccc(Cl)c2)c2ccccc12	-1.6	2.1	13.8	0.8	10.9	5.3	-0.2	-2.9	-0.3
O=C1C2C3C=CC(C2C(=O)N1c1nccs1)C1C(=O)N(c2nccs2)C(=O)C31 (stereo unspecified)	2.0	3.5	-2.7	0.2	0.2	-0.1	1.5	1.6	-5.5
CC(C)C[C@@H]1NC(=O)[C@H](Cc2ccc(O)cc2)NC(=O)[C@H](CCC(N)=O)NC(=O)c2cc([N+](=O)[O-])cc(I)c2NCC[C@@H](C(N)=O)NC1=O	8.7	-7.0	3.8	-4.9	1.9	-4.1	-1.0	/	0.7
Cc1nnc(SCC(=O)N(CC(C)C)C2CCS(=O)(=O)C2)s1 (stereo unspecified)	0.2	2.0	/	/	0.4	-15.9	-5.3	0.2	1.1
O=C(N/N=C/c1ccc(Cl)cc1)c1cc(-c2cccnc2)nc2ccccc12	-8.1	-0.3	-13.3	-0.4	6.1	2.5	6.0	-7.4	-19.8
CN(Cc1ccccc1)C(=S)Nc1cccnc1	7.1	3.9	-3.1	-2.2	2.9	2.3	3.4	4.1	0.6
Nc1ccc(C(=O)NCCCSc2ccccc2)cc1[N+](=O)[O-]	7.7	1.1	-1.4	-5.3	-0.2	-2.3	2.5	15.1	-4.0

Copied from the results shown, 2 compounds:
SMILES	pPAFAH FP inh	GLD-1 RNA inh	Fam108B inh	MEX-5 binding	AHR act	MCL1 BIM primary	Bcl-xL primary	PAFAH1B2 inh	PME-1 inh
CC(C)n1c(/N=C/c2ccccc2O)nc2ccccc21	4.0	6.2	-2.9	1.5	5.6	-1.4	4.3	-5.4	1.9
CCOC(=O)C(=NC(C)C)NNc1cc(Cl)ccc1Cl	-0.7	1.3	3.3	-22.6	6.9	12.7	11.7	1.9	6.1

(next part)
SMILES	pPAFAH FP inh	GLD-1 RNA inh	Fam108B inh	MEX-5 binding	AHR act	MCL1 BIM primary	Bcl-xL primary	PAFAH1B2 inh	PME-1 inh
Cc1cc(C)c(NC(=O)COC(=O)C23CC4CC(CC(O)(C4)C2)C3)c(Cl)c1	18.1	5.0	/	/	3.0	/	/	6.0	/
C=C1CCN([C@H](C(=O)NCc2ccc(Cl)cc2)C(C)C)S(=O)(=O)c2ccccc21	-1.4	5.1	-3.5	/	0.8	6.8	4.3	4.3	1.1
COC(=O)CN(c1cccc(C)c1)S(=O)(=O)c1ccccc1	0.3	1.8	0.9	1.9	-0.3	-2.2	1.9	3.8	2.2
COC(=O)C(CCSC)NC(=O)c1cc2c(n(-c3ccccc3)c1=O)CCCC2=O (stereo unspecified)	1.8	-8.5	3.3	1.9	0.7	1.3	-0.2	5.4	1.7
CCOC(=O)C1=C(C)N=C2SCCC(=O)N2C1c1cc(Br)ccc1OC (stereo unspecified)	3.6	6.8	3.4	2.0	-1.7	10.8	6.4	0.1	1.9
Cc1ccc(C(=O)Nc2sc3c(c2C(=O)O)CCCCC3)o1	4.8	0.7	7.9	1.5	17.1	8.6	10.4	12.5	-5.9
O=C(Nc1ccccc1)Nc1ccc(S(=O)(=O)N2CCCCC2)cc1	-16.6	3.2	-34.3	-0.3	4.1	8.4	6.1	-10.9	-46.2
C/C(CC(=O)Nc1ccc(N(C)C)cc1)=N\NC(=O)c1ccccn1	-0.4	-2.7	4.9	-0.8	25.3	15.2	9.8	3.5	-2.5
N#CC1=C(c2ccc(-c3ccccc3)cc2)COC1=O	26.4*	-3.9	-5.8	1.5	-2.1	-12.6	-2.9	1.6	-7.3
CC(c1nnc(SCC(=O)Nc2ccc3[nH]c(=O)[nH]c3c2)n1Cc1ccccc1)N(C)C (stereo unspecified)	3.2	1.8	7.9	-0.6	0.9	-2.9	4.1	3.3	10.0
CC(C)(C)OC(=O)NCCCCCNC(=O)c1[nH]cnc1C(=O)Nc1cccc(Cl)c1	5.4	4.6	/	/	4.4	3.5	-0.3	1.0	-5.7
O=C1NC(c2ccc(Cl)cc2)=COc2ccccc21	7.2	12.6	-0.4	-1.3	-2.1	-1.2	4.7	0.4	7.6
CCC(C)(C(=O)NC1CCCC1)N(C(=O)CNC(=O)c1ccccc1)c1c(C)n(C)n(-c2ccccc2)c1=O (stereo unspecified)	-0.6	1.1	-3.0	-0.3	-1.5	0.8	-0.2	-0.7	2.5
Cc1cc(C(=O)O)ccc1NCc1cccnc1	-2.7	1.1	-10.5	0.2	3.5	3.7	-1.3	-3.1	-12.7
O=C(CN1CCC(O)(c2ccccc2F)CC1)NCCc1c[nH]c2ccccc12	-1.3	3.1	-4.7	-1.1	5.1	2.7	1.1	1.2	6.5
Cn1c(SCC(=O)N/N=C/c2ccccn2)nnc1-c1ccccc1	2.5	3.8	-10.8	-2.1	4.3	4.8	4.6	-0.8	3.7
COC(=O)c1c(NC(=O)C2CCCCC2)sc2c1CC(C)(C)NC2(C)C	15.5	4.9	-1.9	2.6	-2.3	-1.0	-2.1	1.2	4.1
Cc1ccc(CNC(=O)CNC(=O)[C@@H]2Cc3ccccc3CN2)cc1	0.4	-6.8	-1.0	-1.0	1.4	5.4	6.4	3.3	1.2
CCN1C(=O)[C@H]2[C@@H](c3ccc(-c4cccc(Cl)c4)cc3)N[C@@](Cc3ccccc3)(C(=O)OC)[C@H]2C1=O	5.2	10.6	-4.2	0.3	2.9	-3.3	2.0	1.5	-4.0
O=[N+]([O-])c1ccc(Cl)c2c1C1C=CCC1C(c1ccccn1)N2 (stereo unspecified)	37.3*	13.8	7.3	-3.0	24.7	36.0	17.3	8.8	5.2
Cc1ccc(N=CC2=C(O)CC(c3ccc(Cl)cc3)CC2=O)cc1 (stereo unspecified)	2.5	-0.3	0.3	2.7	-2.4	7.0	0.6	3.8	1.7
Nc1nnc(SCC(=O)Nc2ccc3c(c2)OCCO3)s1	7.2	-3.0	1.1	0.2	0.4	3.6	0.6	8.5	-8.4
COc1ccccc1C(=O)COC(=O)c1c(-c2ccccc2)noc1C	3.7	-7.6	2.3	-4.2	12.7	-3.7	2.3	2.6	-0.2
O=C(Nc1ccc(S(=O)(=O)N2CCCCCC2)cc1)C1CCCO1 (stereo unspecified)	3.5	7.8	1.1	0.7	-0.7	3.2	5.4	-1.9	-3.7
Cc1ccc2nc(N/N=C/c3ccco3)cc(C)c2c1	0.8	-9.3	4.3	2.5	121.2*	4.7	3.2	-2.1	6.3
Next section:
SMILES	pPAFAH FP inh	GLD-1 RNA inh	Fam108B inh	MEX-5 binding	AHR act	MCL1 BIM primary	Bcl-xL primary	PAFAH1B2 inh	PME-1 inh
CC(C)N(Cc1c(O)ccc2c(=O)c(-c3ccc(Cl)cc3)coc12)C(C)C	8.1	4.5	-2.5	1.6	-4.2	2.4	0.5	-3.3	-13.6
C=CCn1c(SCC(=O)Nc2sccc2C(N)=O)nc2ccccc2c1=O	0.8	-2.1	-0.5	-2.3	11.6	-4.8	0.8	4.7	-2.8
CCCCNC(=O)Nc1ccccc1Br	-0.2	2.3	2.3	-0.8	3.8	2.8	3.7	2.4	0.6
NC(N)=Nc1nc(-c2ccccc2)c2ccccc2n1	-6.3	-0.4	-6.2	1.8	67.5*	-0.1	-1.7	5.1	-7.4
O=C(Nc1cccc2ccccc12)c1ccc([N+](=O)[O-])cc1	3.7	-6.0	-7.9	-2.8	0.0	-17.0	-2.1	1.7	5.8
CCCS(=O)(=O)c1c(S(=O)(=O)CCC)c2c(C)cccn2c1C(=O)N/N=C/c1cc(O)cc(O)c1	15.3	-5.2	-0.1	-0.4	-0.5	1.4	-0.6	-2.1	0.0
O=C(Nc1ccc2ncccc2c1)c1cc(Cl)ccc1Cl	3.2	-0.3	0.3	2.9	-2.5	0.9	4.6	4.9	-0.1
COc1ccccc1Oc1coc2c(CN3CCOCC3)c(O)ccc2c1=O	7.3	0.7	-0.5	10.0	-2.8	0.1	3.0	5.2	5.3
Cc1cc(C)c(NC(=O)CSc2nnc(CNC(=O)c3ccco3)o2)c(C)c1	-5.4	3.2	-1.3	-1.8	9.1	-2.8	3.1	0.8	10.2
Cc1nnc(NC(=O)CSc2n[nH]c(-c3ccccc3C)n2)s1	-1.0	8.2	1.3	6.0	5.3	3.8	2.9	6.4	-1.8
COc1cccc(-c2ccc(NC(=O)C3CCCN(Cc4ccc(CO)o4)C3)cc2)c1 (stereo unspecified)	17.7	5.4	-0.4	2.0	1.7	0.2	-0.8	5.0	1.2
